# Gal4-VP16 FLuc – Gal4-VP16 reporter inhibition counter-screen; Drosophila S2 Gal4-VP16 UAS-luciferase, luminescence, 20 h; AID 2546; 3.5% of 310,000 active; Potency, µM (series often up to 53.6 µM), inactives show at the highest dose activity, negative = inhibition, usual class: inhibitors;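 note: Gal4-VP16 expression switched on by copper sulfate through the metallothionein promoter; potency is the fitted concentration of half-maximal effect; % is set by controls: 0 for no effect and ±100 for the full control effect; nearly all actives have a fitted effect of over 50% in size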
# FLuc modulator – counter-screen for miR-21 project: firefly luciferase inhibitors or activators; P08659; purified FLuc, Km substrates, luminescence inhibition; Potency, µM (series often up to 57.5 µM), inactives show top-dose activity change, negative = inhibition, actives largely listed as inhibitors; 6.9% of 360,000 active; AID 588342;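 note: potency is the fitted concentration of half-maximal effect; plate controls were vehicle for no effect and reference inhibitor for full effect; nearly all actives have a fitted effect of over 55% in size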
# Target sequence (P08659 whole entry, looked up): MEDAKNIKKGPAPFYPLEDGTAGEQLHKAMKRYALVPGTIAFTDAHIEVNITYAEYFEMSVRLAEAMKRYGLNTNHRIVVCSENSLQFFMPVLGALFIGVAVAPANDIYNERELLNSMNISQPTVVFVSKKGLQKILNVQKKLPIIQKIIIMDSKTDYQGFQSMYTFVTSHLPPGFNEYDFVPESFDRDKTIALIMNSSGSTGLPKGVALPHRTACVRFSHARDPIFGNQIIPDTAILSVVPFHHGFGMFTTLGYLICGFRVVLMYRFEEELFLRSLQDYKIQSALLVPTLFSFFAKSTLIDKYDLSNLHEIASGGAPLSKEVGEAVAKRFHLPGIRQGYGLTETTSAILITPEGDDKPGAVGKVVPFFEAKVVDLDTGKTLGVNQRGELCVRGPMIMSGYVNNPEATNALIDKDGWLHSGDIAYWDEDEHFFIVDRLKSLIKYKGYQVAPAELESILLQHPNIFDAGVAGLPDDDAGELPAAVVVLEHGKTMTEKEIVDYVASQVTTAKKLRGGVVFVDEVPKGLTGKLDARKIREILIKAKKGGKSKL
#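 Biochemical qHTS of compounds, final roughly 60 µM downward over six points, against 10 nM purified firefly luciferase using Km concentrations of substrates (10 uM D-luciferin, 10 uM ATP) in Tris acetate pH 7.5 buffer; luminescence output.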
# NPC1 promoter act – activates the NPC1 promoter | Huh7 NPC1 promoter luciferase reporter, 24 h | Potency, µM (titrated, usually from 9.22 µM), without a hit: at the top dose activation, hits mostly activators | 2.4% of 320,000 active | AID 485313;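 note: potency is the fitted concentration of half-maximal effect; % of control where 0% means no effect; nearly all actives have a fitted effect of over 60% in size; reporter is driven by a mutant NPC1 promoter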
#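 Luminescence read-out of NPC1 promoter-driven luciferase in stably transfected Huh7 cells; compounds delivered in DMSO and left 24 h at 37C, 5% CO2, qHTS titration format.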
# RORgamma inh – blocks mouse ROR gamma transcriptional activity; P51450; Drosophila S2 Gal4-RORgamma UAS-luciferase reporter, 20 h; Potency, µM (doses to about 53.6 µM), for the others: at the top dose activity change, negative = inhibition, most hits filed as inhibitors; 5.4% of 310,000 active; AID 2551; note: potency is the fitted concentration of half-maximal effect; % is set by controls: 0 for no effect and ±100 for the full control effect; nearly all actives have a fitted effect of over 60% in size
#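 In this cell-based reporter format, copper sulfate (700 uM final) drives Gal4–ROR gamma fusion expression from a metallothionein promoter in Drosophila Schneider cells; compounds preincubated 1 hr, reporter read after 20 hr at ambient temperature.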
# uPA generation – blocks generation of uPA at the cell surface; cell surface uPA generation assay, qHTS; Potency, µM (titrated, usually from 38.3 µM), for inactives: top-dose activity change, negative = inhibition, usual class: inhibitors; 0.31% of 330,000 active; active = well fitted inhibition curve with a large enough effect; inconclusive = small, poorly fitted or top-dose-only effect; inactive = no such curve, though single readings can be large or run the other way; tested in mouse RAW 264.7 cells; note: potency is the fitted concentration of half-maximal effect; % is set by controls: 0 for no effect and ±100 for the full control effect; nearly all actives have a fitted effect of over 55% in size
# Rab9 promoter act – activators of Rab9 promoter; Huh7 Rab9 promoter-luciferase reporter, luminescence, 24 h; Potency, µM (highest dose often 9.22 µM), without a hit: at the top dose activation, negative = inhibition, hits mostly activators; 2.8% of 320,000 active; note: potency is the fitted concentration of half-maximal effect; % of control where 0% means no effect; nearly all actives have a fitted effect of over 60% in size
#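 Huh7 cells stably carrying Rab9 promoter–luciferase reporter, plated 1500 cells/well, compound added after 2 h and incubated 24 h at 37 °C; luciferase luminescence then read after 10 min with detection reagent.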
# Giardia kill – Giardia lamblia killing | activity change, % at 7.66 µM, hits read low | 0.15% of 340,000 active | Giardia lamblia trophozoite viability | AID 540267; in the data active = activity change below about -80%; inconclusive = between about -30% and that limit;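 note: parasites exposed to compound for two days anaerobically before the ATP read; % is set by controls: 0 for no effect and ±100 for the full control effect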
#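 ATP-content bioluminescence gauges trophozoite survival. Cells (100/well) receive compound and incubate anaerobically for 48 hrs at 37 deg C; detection reagent follows for 15-30 min at room temperature.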
# Tb PFK block – T. brucei PFK enzyme inhibition | O15648 | T. brucei PFK, ADP-Glo luminescence | Potency, µM (titrated, usually from 57.5 µM), for inactives: at the highest dose activity, negative = inhibition, hits mostly inhibitors | 0.17% of 330,000 active;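 note: potency is the fitted concentration of half-maximal effect; 0% = uninhibited 1x PFK enzyme wells and -100% = no-enzyme wells; nearly all actives have a fitted effect of over 60% in size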
# Target sequence (O15648 whole entry, looked up): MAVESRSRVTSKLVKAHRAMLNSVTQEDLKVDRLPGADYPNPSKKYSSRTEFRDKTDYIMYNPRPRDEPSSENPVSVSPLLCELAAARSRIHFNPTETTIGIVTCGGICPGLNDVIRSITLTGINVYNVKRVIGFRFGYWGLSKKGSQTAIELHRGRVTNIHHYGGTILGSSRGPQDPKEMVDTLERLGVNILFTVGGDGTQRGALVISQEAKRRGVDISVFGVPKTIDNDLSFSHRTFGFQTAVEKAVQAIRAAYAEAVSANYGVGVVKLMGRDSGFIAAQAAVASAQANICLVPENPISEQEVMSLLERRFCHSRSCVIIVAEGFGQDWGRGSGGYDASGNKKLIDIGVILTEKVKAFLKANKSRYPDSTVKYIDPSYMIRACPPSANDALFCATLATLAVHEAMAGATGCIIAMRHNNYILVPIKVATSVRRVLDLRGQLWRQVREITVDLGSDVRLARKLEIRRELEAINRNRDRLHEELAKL
#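 1.25 nM PFK with 0.5 mM F6P and 0.1 mM ATP in 0.1 M TEA pH 8.0, 5 mM MgCl2, incubated 45 min at room temperature; ADP measured by ADP-Glo luminescence; compounds titrated up to 57 uM.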
# FBPA coupling cs – inhibits coupling enzyme system, counter-screen for aldolase hits; activity change, negative = inhibition, % at 58.2 µM, hits read low; 0.67% of 290,000 active; coupling enzyme system counterscreen, AmpLite Red fluorescence; AID 2472; in the data active = activity change below about -30%; note: % is set by controls: 0 for no effect and ±100 for the full control effect
#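 Counterscreen lacking aldolase: glyceraldehyde-3-phosphate coupling-enzyme reagent preincubated 10 min at RT with compound (at 57.5 uM final), then substrate/coupling system with AmpLite Red added; fluorescence read at 525/598 nm after 20 min RT.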
# ELG1 genotox – genotoxicity induction in ELG1-luciferase HEK293T cells. HEK293T ELG1-luciferase reporter, luminescence, 16 h. Potency, µM (titrated, usually from 46 µM), inactives show at the highest dose activity change, positive = activation, actives largely listed as activators. 1.3% of 330,000 active. AID 504466; note: potency is the fitted concentration of half-maximal effect; % of control where 0% means no effect; nearly all actives have a fitted effect of over 60% in size
#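 After overnight (16 hr) compound treatment at 37 °C, ELG1-luciferase HEK293T cells were lysed with ONE-Glo; luminescence quantified 30 min later at room temperature.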
# KCNH2 3.1 block – inhibitors of human KCNH2 3.1 potassium channel isoform | activity change, % (tested at about 1.8 µM) | U2OS KCNH2 3.1, thallium flux FluxOr; hits give low values | 0.95% of 340,000 active;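 active = maximum activity change below -70%; inconclusive = maximum activity change from -70% to -50%; inactive = maximum activity change above -50%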;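 note: thallium influx rate constant from kinetic fluorescence after stimulation buffer; % is set by controls: 0 for no effect and ±100 for the full control effect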
#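 Virally transduced U2OS (3.1 isoform, 4 h infection in dark at RT) → overnight 37 C → FluxOr + Red40 in HBSS/HEPES, 45 min → stimulation buffer, 2 min kinetic read → rate constant vs DMSO controls.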
# Numbers without * were called inactive; ? = inconclusive; . = no result given; & = joins results of further samples; [ ] = remark or other dose. Unless noted, calls come from the whole dose curve; as a rule, active = well fitted curve in the direction sought with a large enough effect; inconclusive = small, poorly fitted or top-dose-only effect, or another doubt; inactive = no such curve, though single readings can be large; an effect the other way counts as inactive or inconclusive.
No.	smiles	Gal4-VP16 FLuc	FLuc modulator	NPC1 promoter act	RORgamma inh	uPA generation	Rab9 promoter act
1	Cc1cc(C)nc(NC(=O)c2cccs2)c1	?	?	2%	13%	-3%	16%
2	O=c1ccc(Cc2ccc(Cl)cc2)n[nH]1	4%	0%	-1%	12%	1%	0%
3	Cc1nn(-c2ccccc2)c2c1C(c1ccc([N+](=O)[O-])cc1)N1C(=N2)C(=O)Nc2ccccc21 (stereo unspecified)	-18%	-2%	-2%	?	-15%	0%
4	CCCCOC(=O)Nc1nc2ccc([N+](=O)[O-])cc2s1	-2%	-2%	6%	1%	3%	13%
5	Cc1ccccc1-n1ncc2c(SCC(=O)NC3CCCC3)ncnc21	?	-3%	-14%	?	-5%	-22%
6	COc1cccc(C(C(=O)NC2CCCC2)N(Cc2ccc(C)cc2)C(=O)c2ccco2)c1OC (stereo unspecified)	-5%	1%	-3%	-21%	3%	-2%
7	CCOC(=O)c1c(-c2ccc(F)cc2)csc1NC(=O)C1CC=CCC1C(=O)O (stereo unspecified)	1%[10 µM]	?	-3%	2%	-1%	1%
8	COc1cccc(N(CC(=O)NCC2CCCO2)C(=O)CNS(=O)(=O)c2ccccc2)c1 (stereo unspecified)	1%	4%	-4%	3%	3%	1%
9	Cc1ccc(C)c(S(=O)(=O)NCc2ccc(C(=O)N3CCN(c4ccccc4)CC3)cc2)c1	-9%	3%	-1%	31%	-6%	4%
10	O=C(O)c1ccc(Cn2ccc3ccccc32)o1	3%	2%	1%	-1%	?	0%
11	COCc1nnc(NC(=O)c2ccc(S(=O)(=O)N3CCCCCC3)cc2)o1	0.28µM*	1%	-2%	2.2µM*	1%	-3%
12	COc1ccc(N/N=C(/C#N)S(=O)(=O)c2nsc(C)c2C#N)cc1	10%	0%	-3%	?	5%	1%
13	COc1ccc(NC(C)=O)cc1CNC(=O)COc1c(C)c(C)cc(C)c1C	-7%	0%	1%	26%	0%	-4%
14	COc1ccc(NC(=O)C2CC(=O)OC23CCCCC3)cc1 (stereo unspecified)	-6%	0%	-1%	?	2%	-8%
15	CC(C)C(OC(=O)Cn1nnc2ccccc21)C(=O)NC1CCCC1 (stereo unspecified)	0%	-1%	-2%	17%	3%	4%

No.	Giardia kill	Tb PFK block	FBPA coupling cs	ELG1 genotox	KCNH2 3.1 block
1	-12	-6%	2	7%	17
2	30	-15%	2	5%	5
3	-8	0%	2	-8%	-9
4	-27	1%	0	3%	8
5	-16	0%	1	-17%	4
6	48[activator]	2%	0	-4%	-1
7	-16	-17%	10	0%	-2
8	-5	0%	2	6%	-70*
9	16	1%	.	-21%	18
10	46[activator]	-1%	8	1%	-9
11	-6	0%	.	-10%	-12
12	17	1%	12	1%	2
13	7	-2%	6	-1%	-21
14	3	-2%	3	-2%	0
15	15	1%	1	1%	11

# Carrying on:
No.	smiles	Gal4-VP16 FLuc	FLuc modulator	NPC1 promoter act	RORgamma inh	uPA generation	Rab9 promoter act
16	CN(CCc1ccccn1)C(=O)CCC1CCCN(C(=O)c2ccc3c(c2)OCCO3)C1 (stereo unspecified)	2%	-6%	-2%	30%	-2%	11%
17	COCC(=O)N1CCC(Oc2ccc(C(=O)NC(C)c3nc(C)sc3C)cc2)CC1 (stereo unspecified)	-5%	3%	2%	-4%	6%	-2%
18	Cc1cc(C)nc(SCC(=O)OCC(=O)Nc2nc3ccccc3s2)n1	-9%	-6%	-13%	-3%	-4%	8%
19	O=C(O)C1C2CCC(C2)C1C(=O)NCCCn1ccnc1 (stereo unspecified)	-10%	3%	0%	-25%	1%	-1%
20	CN(CC(=O)Nc1ccccc1Br)C(=O)c1sccc1-c1ccccc1	.	5%	-1%	.	-13%	0%
21	O=C(NC(=S)NNC(=O)c1ccccc1[N+](=O)[O-])c1ccc(Br)cc1	6.3µM*	-13%	0%	6.3µM*	5%	10%
22	CCCCCCC(=O)N(O)C1CC(=O)N(c2ccccc2)C1=O (stereo unspecified)	5µM*	?	1%	2.8µM*	.	1%
23	CCn1c(=NC(=O)CS(=O)(=O)c2ccccc2)sc2cccc(OC)c21	.	-8%	4%	.	-6%	-6%
24	Cc1nn(C2CCS(=O)(=O)C2)c(C)c1CN(C)C(=O)c1cccc(Cl)c1 (stereo unspecified)	.	2%	-2%	.	15%	1%
25	CCCCOC(=O)c1ccc(NC(=O)C(=O)NCCN(CC)CC)cc1	-6%	3%	-3%	-15%	-2%	0%
26	CC1CC(C)CN(C(=O)/C=C/c2ccc(S(=O)(=O)N3CCOCC3)cc2)C1 (stereo unspecified)	.	0%	0%	.	-3%	-3%
27	COC(=O)C1(C)NC(c2cccs2)C2C(=O)N(c3ccccc3F)C(=O)C21 (stereo unspecified)	-2%	-1%	0%	-21%	0%	-1%
28	CCOC(=O)C1=C(C)N=C2SC(C)C(=O)N2C1c1ccc(OC(C)=O)c(OC)c1 (stereo unspecified)	4%	3%	-5%	9%	3%	-3%
29	Nc1cc(N)nc(SCC(=O)Nc2ccccc2N2CCOCC2)n1	-1%	1%	2%	-9%	-1%	0%
30	CCOc1ccc2[nH]c(=O)c(CN(Cc3nnnn3CCc3ccccc3)CC3CCCO3)cc2c1 (stereo unspecified)	3%	-1%	-3%	?	-8%	-1%

No.	Giardia kill	Tb PFK block	FBPA coupling cs	ELG1 genotox	KCNH2 3.1 block
16	2	-4%	-2	2%	1
17	-8	3%	-2	1%	-4
18	28	0%	0	4%	5
19	-1	1%	3	-5%	-4
20	-19	-1%	.	-1%	6
21	-5	-15%	1	-3%	1
22	.	1%	3	?	.
23	4	-9%	.	-12%	-6
24	-12	12%	.	0%	1
25	0	0%	2	0%	19
26	2	1%	.	1%	-9
27	-4	0%	-1	-1%	-1
28	0	-3%	-1	-2%	0
29	-8	-2%	2	1%	3
30	-4	2%	-1	-1%	-27

# 6 compounds picked at random from those above, as already listed:
No.	smiles	Gal4-VP16 FLuc	FLuc modulator	NPC1 promoter act	RORgamma inh	uPA generation	Rab9 promoter act
21	O=C(NC(=S)NNC(=O)c1ccccc1[N+](=O)[O-])c1ccc(Br)cc1	6.3µM*	-13%	0%	6.3µM*	5%	10%
30	CCOc1ccc2[nH]c(=O)c(CN(Cc3nnnn3CCc3ccccc3)CC3CCCO3)cc2c1 (stereo unspecified)	3%	-1%	-3%	?	-8%	-1%
28	CCOC(=O)C1=C(C)N=C2SC(C)C(=O)N2C1c1ccc(OC(C)=O)c(OC)c1 (stereo unspecified)	4%	3%	-5%	9%	3%	-3%
18	Cc1cc(C)nc(SCC(=O)OCC(=O)Nc2nc3ccccc3s2)n1	-9%	-6%	-13%	-3%	-4%	8%
26	CC1CC(C)CN(C(=O)/C=C/c2ccc(S(=O)(=O)N3CCOCC3)cc2)C1 (stereo unspecified)	.	0%	0%	.	-3%	-3%
16	CN(CCc1ccccn1)C(=O)CCC1CCCN(C(=O)c2ccc3c(c2)OCCO3)C1 (stereo unspecified)	2%	-6%	-2%	30%	-2%	11%

No.	Giardia kill	Tb PFK block	FBPA coupling cs	ELG1 genotox	KCNH2 3.1 block
21	-5	-15%	1	-3%	1
30	-4	2%	-1	-1%	-27
28	0	-3%	-1	-2%	0
18	28	0%	0	4%	5
26	2	1%	.	1%	-9
16	2	-4%	-2	2%	1

# Next results
No.	smiles	Gal4-VP16 FLuc	FLuc modulator	NPC1 promoter act	RORgamma inh	uPA generation	Rab9 promoter act
31	CCN(CCCNC(=O)Cn1ncc2c([nH]c3ccc(C)cc32)c1=O)c1cccc(C)c1	-13%	1%&0%	2%	-11%	3%	4%
32	CCn1c(O)c(/C=C2\C=Nc3ccccc32)sc1=Nc1ccccc1	-11%	?	8%	33%	-7%	1%
33	NNc1nc(-c2ccccc2)cc(-c2ccc(Br)cc2)n1	?	?	-4%	18µM*	-3%	-3%
34	Cc1ccc(/C=N/NC(=O)Cn2nnc(N)n2)o1	2%	-1%	-3%	-3%	-1%	1%
35	N#Cc1nc(-c2ccccc2Cl)oc1NCc1ccco1	8%	?	12%	40%	-10%	15%
36	Cc1cnc(NC(=O)c2c(-c3ccccc3)noc2C)s1	?	4%	-1%	?	3%	-9%

No.	Giardia kill	Tb PFK block	FBPA coupling cs	ELG1 genotox	KCNH2 3.1 block
31	27	-6%	-3	-1%[9.26 µM]	-1
32	-6	0%	0	6%	-13
33	1	-3%	0	-9%	-2
34	1	-3%	0	-1%	-7
35	-10	-1%	-2	3%	-7
36	11	-4%	3	-4%	15
